# Assay outcomes as filed in PubChem.
# INS-1E GSIS act: GLuc luminescence reporter in INS-1E cells, primary screen for activators of glucose-dependent secretion of insulin. INS-1E GLuc reporter insulin secretion, 2-3 h. activation, % at 16.6 µM. 370,000 compounds, 0.61% hits. AID 743287;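 active means lowest replicate activation of at least 40%, so every replicate reaches that level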;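 further: 0% = median of neutral control wells and 100% = median of IBMX positive control wells; some compounds called inactive have numbers as strong as hits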
# EWS-Fli block: EWS/Fli transcriptional activity inhibition; AID 651661; 350,000 compounds, 0.67% hits; A673 NR0B1-luciferase reporter, viability-normalised; inhibition, % at 12.6 µM;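 active means mean inhibition of at least 50% after viability correction, with every replicate also passing that limit; inconclusive means mean reaches 50% but only one of two replicates passes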;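 further: firefly luciferase signal divided by Alamar Blue viability fluorescence both relative to DMSO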
# DENV2 CPE rescue: DENV2-induced cell death inhibition | DENV2-infected cells, cytopathic effect rescue, plate reader | CPE inhibition, % at 9.99 µM | 350,000 compounds, 1.7% hits | AID 651640; in the data active means CPE inhibition above about 20%, passing the limit was not always enough; inconclusive means no clear call, values can overlap the other calls; tested in BHK-21 cells;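 further: 0% = median of neutral control wells and 100% = median of positive control wells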
# ERp5 block: ERp5 (human) disulfide isomerase inhibition. Q15084. ERp5 insulin aggregation, absorbance 650 nm, 90 min. AID 651711. 350,000 compounds, 0.05% hits. inhibition, % at 9.99 µM;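 active means mean replicate inhibition above about 25%, with every replicate also reaching it, limit read from the data, passing the limit was not always enough; inconclusive means only one of those two criteria met; inactive means neither criterion met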
# Target sequence (Q15084 whole entry, looked up): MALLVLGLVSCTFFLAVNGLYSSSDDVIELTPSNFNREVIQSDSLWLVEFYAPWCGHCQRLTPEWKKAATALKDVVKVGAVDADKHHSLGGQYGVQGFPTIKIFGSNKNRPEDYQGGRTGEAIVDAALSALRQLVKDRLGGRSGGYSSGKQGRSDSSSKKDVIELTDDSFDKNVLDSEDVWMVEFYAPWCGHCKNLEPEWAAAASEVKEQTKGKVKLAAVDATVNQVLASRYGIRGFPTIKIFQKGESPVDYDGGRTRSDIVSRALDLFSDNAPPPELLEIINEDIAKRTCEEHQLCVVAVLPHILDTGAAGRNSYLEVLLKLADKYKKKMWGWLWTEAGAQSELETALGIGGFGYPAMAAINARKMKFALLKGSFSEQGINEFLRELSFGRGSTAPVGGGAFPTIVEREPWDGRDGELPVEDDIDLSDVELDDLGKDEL
# PAX8 reporter: PAX8 transcriptional activity inhibition; RMG-I TPO-luciferase reporter, SteadyGlo, 24 h; inhibition, % at 12.6 µM; 360,000 compounds, 1.2% hits; AID 652154;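 active means mean replicate inhibition at least 60% with every replicate also reaching 60%; inconclusive means only one of the two criteria is met; inactive means mean below 60% and not all replicates reaching 60%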;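 further: luciferase light reporting Pax8 driven TPO promoter activity; plate controls were median of neutral control wells for no effect and mitoxantrone controls for full effect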
# Xi reactivation: reactivates the inactive X chromosome in mouse fibroblasts | XiGFP mouse fibroblasts, % GFP-positive cells imaging, 3 d; cells co-treated with 5-aza-dC sensitizer; scaled so ellipticine positive control = 100% | activation, % at 7.58 µM | 360,000 compounds, 0.055% hits | AID 743238;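 active means mean normalized replicate activation at least 10% and every replicate at or above 10%; inconclusive means only one of the two criteria met; inactive means mean below 10% and not all replicates reach 10%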;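 further: 0% = median of on-plate neutral control wells and 100% = ellipticine 6 µM median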
#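 Material: SV40-immortalized XiGFP fibroblast cells, line 68-5-11 | Buffer or medium: DMEM containing 5-aza-dC | Dosing: One concentration, pinned | Times: 3 d treatment, 15 min room-temperature fixation | Controls: Ellipticine 6 µM positive control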
# F508del corr: correctors of CFTR F508del function in bronchial epithelial cells; CFBE cells, YFP halide quenching; stimulated with forskolin plus potentiator P3; % fluorescence drop versus neutral controls; 350,000 compounds, 0.36% hits; activity (quench increase), % at 7.58 µM;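 active means mean added fluorescence quench of at least 8% versus neutral control, with both replicates also reaching 8%; inconclusive means only one of the mean or replicate conditions met; inactive means mean below 8% and not both replicates reaching 8%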;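 further: cells transiently co-express mutant CFTR-F508del with the halide-sensitive YFP; corrector assay measuring rescue of mutant channel to the surface after 24 h compound exposure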
# ARNT-TACC3 inh: disrupts binding between human ARNT and TACC3; 390,000 compounds, 0.66% hits; AlphaScreen His-ARNT PAS-B/GST-TACC3 binding, luminescence; TACC3 fragment carries E629A point mutation; inhibition, % at 9.99 µM; Q9Y6A5; AID 623870;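 active means mean inhibition of replicates at least 50% and at least half of replicates each reaching 50%; inconclusive means half or more replicates reach 50% but mean below 50%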;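 further: 0% = complete ARNT plus TACC3 wells and 100% = ARNT alone without TACC3; many hits fall short of the cut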
# Numbers without * were called inactive; ? = inconclusive; nt = no result given.
smiles	INS-1E GSIS act	EWS-Fli block	DENV2 CPE rescue	ERp5 block	PAX8 reporter	Xi reactivation	F508del corr	ARNT-TACC3 inh
O=C(CCN1CCCCC1)N[C@@H]1CC[C@@H](CCn2cc(-c3ccc(F)cc3)nn2)O[C@@H]1CO	11	-4	-3	0	-6	0.1	-2.0	-8
O=C(C[C@@H]1CC[C@@H]2[C@H](COC[C@@H](O)CN2C(=O)c2cnccn2)O1)N1CCN(c2ccccc2)CC1	12	-2	0	nt	5	0.2	-0.6	3
COCCn1c(SCC(=O)OCc2ccccc2)nc2c1c(=O)[nH]c(=O)n2C	24	-8	6	3	2	0.0	1.2	-4
COc1ccc(C(=O)c2nccc3ccccc23)cc1	4	-33	-1	-6	-36	0.0	-3.9	-3
CCN1CCN(C(=O)CS(=O)(=O)Cc2nc(-c3ccc(C)cc3)oc2C)CC1	nt	-1	-5	1	8	0.0	1.9	-6
CC(=O)NC(c1ccc(F)c(F)c1)c1nc(-c2ccc(F)c(Cl)c2)cs1 (stereo not drawn)	nt	-7	?	1	-1	-0.1	0.6	nt
COc1ccc(F)cc1S(=O)(=O)NCC(=O)NCc1cc(=O)n(C)c(=O)n1C	nt	-3	-2	3	19	0.4	-0.7	-30
O=C(NCCN1CCN(c2ccccc2)CC1)Nc1ccccc1Cl	-9	6	15	1	-7	0.1	0.1	1
O=C(NCC[C@H]1CC[C@@H](NS(=O)(=O)c2cccc(F)c2)[C@@H](CO)O1)c1cnccn1	-3	1	0	3	-6	0.0	1.2	-10
CSc1ncccc1C(=O)N1CCN(S(=O)(=O)c2ccc(C)cc2)CC1	13	3	7	0	-4	-0.1	-2.7	-2
Cc1ccc(-n2nc3c(=O)n(CCCC(=O)NCc4ccco4)nc(C)c3c2C)cc1	-12	nt	18	4	26	0.0	1.0	-2
COc1ccc(CN2C(=O)c3ccccc3C2=O)cc1C(=O)Nc1ccc(C)cc1C	-8	5	0	3	55	-0.1	0.0	-6
COc1ccc(N/C=C/c2nc(SC)nnc2C)cc1	4	7	7	0	5	0.0	0.4	9
C[C@@]12C(=O)N(c3cccc(F)c3)C(=O)N1[C@@H]1c3ccccc3OC[C@@H]1[C@H]2c1ccccc1	-14	1	-5	7	-6	0.0	1.6	-1
Cc1ccc(S(=O)(=O)N(C)C[C@@H]2OCCCC[C@H](C)Oc3ccc(NC(=O)Nc4ccc(F)cc4)cc3C(=O)N([C@H](C)CO)C[C@@H]2C)cc1	-11	10	-2	10	61*	0.2	-2.9	4
Cc1ccccc1N(CC(=O)NC(C)(C)C)C(=O)c1ccc(-c2ccccc2)[nH]1	-5	7	0	-1	0	0.3	-2.5	nt
CCN(CC)C(=O)Oc1ccc(Cl)c2cccnc12	13	0	-2	5	26	nt	-1.8	-3
C[C@@H]1CN([C@H](C)CO)S(=O)(=O)c2ccc(-c3ccccc3)cc2O[C@H]1CN(C)Cc1ccccc1C(=O)O	13	-16	11	-2	-15	-0.5	-0.9	-8
Cc1ccc(C(=O)N/C(=C/c2ccc(F)cc2)C(=O)NCc2ccncc2)cc1	-6	-2	12	-2	19	0.0	-4.2	-1
O=C(C1CCCC1)N1CC(=O)N2[C@@H](CO)[C@H](c3ccc(Br)cc3)[C@@H]2C1	-9	-1	-4	1	-6	0.2	-0.8	nt
CCCCNc1c(N)n(CC(C)C)c(=O)[nH]c1=O	16	8	-4	13	-7	0.0	-1.7	nt
C[C@@H]1CCCCO[C@H](CN(C)S(=O)(=O)c2ccccc2)[C@H](C)CN([C@@H](C)CO)C(=O)c2cc(NC(=O)c3ccncc3)ccc2O1	-12	3	-2	-1	9	-0.1	-0.4	-1
CCCN1CCC(NCC(C)c2ccccc2)CC1 (stereo not drawn)	20	-2	11	-6	1	0.1	2.2	-6
CN(C)c1ccc(-c2nnn(CC(=O)NCc3ccc4c(c3)OCO4)n2)cc1	nt	-21	0	0	-25	0.0	-1.1	5
O=C(NCCN1C(=O)S/C(=C/c2ccccc2)C1=O)C1CC(=O)N(Cc2ccccc2)C1 (stereo not drawn)	-10	1	-1	-9	4	0.2	-10	5
COc1cc(OC)cc(C(=O)NN(CCC#N)C2=NS(=O)(=O)c3ccccc32)c1	15	11	-4	2	0	0.1	2.8	-1
Cc1c(C(=O)NCc2ccc(Cl)c(Cl)c2)sc(=O)n1Cc1cccc(F)c1	-20	4	11	5	7	-0.2	0.6	nt
Cc1cc(SCNC(=O)c2ccccc2)ncn1	-3	1	-2	-6	nt	nt	-0.1	-10
O=S(=O)(c1ccccc1)N1CCC(O)(CSc2ccc(F)cc2)CC1	-19	9	-2	-1	24	0.0	-1.3	-15
Cc1ccc(N2CCN(/N=C/C=C/c3ccccc3)CC2)cc1	3	nt	nt	nt	-15	0.0	nt	2
COc1ccc(CCNC(=O)C2(C)CCC(=O)N2Cc2ccc3c(c2)OCO3)cc1OC (stereo not drawn)	nt	2	-3	6	-11	-0.1	-3.6	-3
O=C(O)CCCn1cc(NC(=O)COc2cc(F)ccc2[N+](=O)[O-])cn1	-3	28	nt	-5	14	0.3	1.1	-7
CCN(CC)S(=O)(=O)c1cccc(C(=O)Nc2cc3oc4ccccc4c3cc2OC)c1	nt	-15	0	1	-1	0.1	-1.1	-3
CCC(=O)Nc1ccc2c(c1)C(=O)N(C)C[C@@H](OC)[C@@H](C)CN(C(=O)NC(C)C)[C@@H](C)CO2	7	-2	19	6	nt	-0.3	-0.2	-2
CCCCC(=O)Nc1ccc(NC(=O)c2ccc([N+](=O)[O-])cc2Cl)cc1OC	3	nt	nt	nt	3	0.0	nt	-6
Cc1ccccc1NCC(=O)N/N=C/c1c[nH]c2ccccc12	-30	9	3	6	1	0.0	-0.4	nt
COCc1cn(CC[C@@H]2CC[C@@H](NC(=O)Nc3ccccc3)[C@H](CO)O2)nn1	-5	0	7	-6	8	-0.4	-2.6	-18
O=C(c1ccc(Cl)cc1)N(Cc1ccccc1F)N1C(=O)CCCC1=O	7	-1	-1	1	10	nt	3.5	-2
CCCC(=O)Nc1ccc2c(c1)C(=O)N(C)C[C@@H](OC)[C@@H](C)CN(Cc1ccc(-c3ccccn3)cc1)[C@@H](C)CO2	-2	-1	-6	7	-44	0.6	-0.5	-1
Cc1ccc(CCc2nnc(SCC(=O)Nc3cccc(Cl)c3)n2-c2ccccc2)o1	nt	14	10	-6	91*	0.0	1.3	-2
Cc1cc(-c2nnc(CCC(=O)NCC(C)c3ccccc3)o2)no1 (stereo not drawn)	-9	nt	?	1	-9	-0.1	1.1	1
CCc1cc(C(=O)N2CCCC(Nc3ccc(F)c(F)c3)C2)n(C)n1 (stereo not drawn)	9	nt	14	-2	nt	0.1	-1.4	-7
Cc1ccc(C)c(N2CCN(C(=O)CCc3nc(-c4ccccc4Cl)no3)CC2)c1	6	-1	7	-2	8	0.0	-1.8	-3
C=CCNC(=S)N1CCN(c2ccc([N+](=O)[O-])cc2)CC1	-12	1	1	3	2	0.1	-0.1	-1
CCOC(=O)C1=C(C(=O)OCC)C2N(Cc3ccc(C#N)cc3)c3ccccc3[C@@]23C[C@@H](C(=O)OC)N(S(=O)(=O)c2ccccc2)C3=N1 (stereo partly drawn)	nt	-13	-2	7	-10	0.1	-5.1	nt
O=C(Cn1nc(-c2ccccc2)ccc1=O)Nc1ccc(N2CCN(C(=O)c3cccs3)CC2)cc1	0	-13	-1	2	20	0.0	-2.2	-1
COCC#Cc1ccc2c(c1)O[C@H](CN(C)C(=O)NC(C)C)[C@H](C)CN([C@@H](C)CO)S2(=O)=O	35	-2	1	-4	nt	0.0	-1.6	-1
Cc1ccc(CC2CC(=O)N(c3cc(Cl)ccn3)C2=O)cc1 (stereo not drawn)	5	-3	1	-1	0	-0.1	-1.3	-23
COc1ccc(-c2nnc(SCC(=O)Nc3cccnc3Cl)n2C)cc1	14	-1	-5	0	3	-0.1	1.8	-4
Nc1ccc(Br)cc1C(NCC(=O)O)c1ccccc1 (stereo not drawn)	12	8	19	4	3	0.0	3.2	18

# Given as labelled records: part of the list above
COc1cc(OC)cc(C(=O)NN(CCC#N)C2=NS(=O)(=O)c3ccccc32)c1
  INS-1E GSIS act = 15	EWS-Fli block = 11	DENV2 CPE rescue = -4	ERp5 block = 2	PAX8 reporter = 0	Xi reactivation = 0.1	F508del corr = 2.8	ARNT-TACC3 inh = -1

Cc1c(C(=O)NCc2ccc(Cl)c(Cl)c2)sc(=O)n1Cc1cccc(F)c1
  INS-1E GSIS act = -20	EWS-Fli block = 4	DENV2 CPE rescue = 11	ERp5 block = 5	PAX8 reporter = 7	Xi reactivation = -0.2	F508del corr = 0.6	ARNT-TACC3 inh = nt

Cc1cc(SCNC(=O)c2ccccc2)ncn1
  INS-1E GSIS act = -3	EWS-Fli block = 1	DENV2 CPE rescue = -2	ERp5 block = -6	PAX8 reporter = nt	Xi reactivation = nt	F508del corr = -0.1	ARNT-TACC3 inh = -10

# (listing goes on)
smiles	INS-1E GSIS act	EWS-Fli block	DENV2 CPE rescue	ERp5 block	PAX8 reporter	Xi reactivation	F508del corr	ARNT-TACC3 inh
CC(NS(=O)(=O)c1ccc2[nH]c(=O)c(=O)[nH]c2c1)C(=O)O (stereo not drawn)	13	3	2	2	-3	0.0	-3.1	-4
Cc1noc(C)c1NC(=O)Nc1ccc2c(c1)CC(=O)N([C@H](C)CO)C[C@H](C)[C@H](CN(C)S(=O)(=O)c1cn(C)cn1)O2	3	-4	-2	nt	-22	-1.0	1.3	1
O=C(c1ccc(Cl)c(S(=O)(=O)N2CCCCCC2)c1)N1CCN(c2ccccc2O)CC1	-5	3	-1	-3	19	0.0	-0.3	-1
CCN=C(NCC)SC1CC(=O)N(c2ccc(F)cc2)C1=O (stereo not drawn)	2	-1	-3	-1	-5	0.2	2.7	-3
Cc1c(C(=O)N(C)CCn2ccnc2C)oc2c(F)cccc12	-3	2	6	-1	-7	0.0	-0.9	3
C[C@@H]1CN([C@H](C)CO)C(=O)c2cccc(NC(=O)C3CCOCC3)c2O[C@H]1CN(C)CC1CC1	9	-5	-10	-1	17	0.3	1.1	-11
CCOP(=O)(OCC)/C(C#N)=C/c1ccc([N+](=O)[O-])cc1	-6	-6	-5	0	5	0.1	-0.1	nt
C[C@@H]1CCCCO[C@H](CN(C)Cc2ccc(C(=O)Nc3ccccc3N)cc2)[C@@H](C)CN([C@H](C)CO)C(=O)c2cc(NS(=O)(=O)c3cccs3)ccc2O1	-3	40	nt	-3	4	-1.0	-1.8	0
CCC(C(=O)NCc1cccs1)n1nc(C)n2c(cc3occc32)c1=O (stereo not drawn)	0	nt	0	2	-2	-0.1	-1.4	19
COc1ccc(C)cc1S(=O)(=O)N1CCCC(C(=O)N2CCN(c3ccccc3)CC2)C1 (stereo not drawn)	-14	nt	-18	0	14	0.0	-1.3	14
